Sm TGR block – S. mansoni TGR enzyme inhibition. Q962Y6. purified TGR, DTNB reduction, TNB absorbance 405 nm. Potency, µM (highest dose often 114 µM), inactives show at the top dose activity change, negative = inhibition, actives largely listed as inhibitors. 3% of 360,000 active. AID 485364; further: nearly all actives have a fitted effect of over 60% in size
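TGR 20 nM + NADPH 100 uM (dispensed conc.), cpd preinc 15 min RT; start with NADPH (500 uM addition) then DTNB (15 mM addition). Kinetic TNB absorbance, 405 nm filter. Four-parameter Hill fit across titration.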
Pf growth 48h – P. falciparum growth inhibition at 48 hours (one generation); AID 504832; 5.9% of 310,000 active; P. falciparum luciferase growth in erythrocytes, 48 h; Potency, µM (highest dose often 28.7 µM), for inactives: at the highest dose activity change, negative = inhibition, actives largely listed as inhibitors
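Here the parasites carry a stable luciferase gene and grow inside erythrocytes in Albumax-based RPMI medium with compound for one erythrocytic cycle. Activity is scored as loss of luminescent signal.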
TbPYK inhibitor – blocks Trypanosoma brucei pyruvate kinase; Q57TT1; TbPYK enzyme, Kinase-Glo Plus ATP luminescence, 45 min; Potency, µM (highest dose often 76.8 µM), inactives show at the highest dose activity, negative = inhibition, hits mostly inhibitors; 0.12% of 410,000 active; further: nearly all actives have a fitted effect of over 50% in size
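Assay buffer: 50 mM TEA pH 7.2, 100 mM KCl, 10 mM MgCl2, 0.05% BSA, 0.01% Tween-20. Pyruvate kinase from T. brucei plus substrate met compound, then ADP (130 uM final). Luminescence was read post 45 min RT.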
HCV inhibitor – HCV inhibition; Huh7.5.1 HCVcc-Cre infection, luciferase reporter, 44 h; Potency, µM (highest dose often 41.8 µM), for inactives: at the highest dose activity change, negative = inhibition, hits mostly inhibitors; 3.4% of 340,000 active
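A cell-based infection assay in which seeded cells (1,000 per well) receive test compound after 4 h, are inoculated with HCVcc-Cre at approximately 0.5 moi, and are incubated 44 h before luminescence detection.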
Pf growth 96h – P. falciparum growth inhibition at 96 hour, primary screen for plastid delayed-death inhibitors; Potency, µM (titrated, usually from 28.7 µM), inactives show top-dose activity change, negative = inhibition, hits mostly inhibitors; AID 504834; P. falciparum luciferase reporter growth, 96 h; 6.9% of 320,000 active
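Compounds incubated with erythrocytes infected by luciferase-expressing P. falciparum (2% hematocrit, 0.05% parasitemia final) for 96 hours, 37 C in 5% CO2. Growth inhibition scored as decreased luciferase luminescence.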
LmPK inh – inhibitors of Leishmania mexicana pyruvate kinase. Q27686. purified LmPK, Kinase-Glo ATP luminescence, 1 h. Potency, µM (top dose mostly 57.5 µM), inactives show at the top dose activity change, negative = inhibition, hits mostly inhibitors. 0.37% of 290,000 active
Target sequence (Q27686 whole entry, looked up): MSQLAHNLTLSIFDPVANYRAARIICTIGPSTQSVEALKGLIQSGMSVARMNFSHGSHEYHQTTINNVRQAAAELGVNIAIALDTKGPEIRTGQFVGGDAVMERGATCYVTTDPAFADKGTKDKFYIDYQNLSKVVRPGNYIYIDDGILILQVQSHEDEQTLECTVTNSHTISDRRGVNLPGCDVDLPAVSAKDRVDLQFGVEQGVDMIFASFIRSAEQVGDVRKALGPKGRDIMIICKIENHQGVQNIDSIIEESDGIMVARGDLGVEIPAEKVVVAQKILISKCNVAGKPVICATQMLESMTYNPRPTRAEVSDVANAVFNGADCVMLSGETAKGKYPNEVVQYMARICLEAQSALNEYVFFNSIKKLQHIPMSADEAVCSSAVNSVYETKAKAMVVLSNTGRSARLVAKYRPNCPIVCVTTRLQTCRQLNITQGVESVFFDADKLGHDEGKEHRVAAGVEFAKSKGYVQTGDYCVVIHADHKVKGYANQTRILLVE
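Screened at intermediate enzyme activity to detect both inhibitors and activators: LmPK at 0.1 nM, with a 0.5 nM enzyme column as activation reference. PEP 0.5 mM, ADP 0.1 mM; ATP detected by luminescence after 1 h.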
An asterisk follows results filed as active; ? = inconclusive; · = not tested or not shown; & = joins results of further samples; [ ] = another dose, or the depositor's remark. The call rests on the fitted dose curve; in most records, active means well fitted curve in the direction sought with a large enough effect; inconclusive means small, poorly fitted or top-dose-only effect, or another doubt; inactive means no such curve, though single readings can be large; an effect the other way counts as inactive or inconclusive. On the % scale 0 is the no-effect control and ±100 the full control effect; potency means the concentration at half of the fitted maximal effect.

The line under a structure holds: Sm TGR block | TbPYK inhibitor | LmPK inh | Pf growth 96h | HCV inhibitor | Pf growth 48h
O=C1CC(NNc2ccccc2)C(=O)N1c1ccc(N2CCCCC2)cc1 (stereo unspecified)
→ 45µM* | -3% | 1% | -31%[1.15 µM] | -2% | 10%
COc1ccc(/C=N/N2CCN(C)CC2)c(OC)c1OC
→ 50µM* | 1% | 10% | -17% | 11% | 0%
COc1cccc(CNC(=O)c2cc(C3CC3)nc3c2cnn3C(C)C)c1
→ -1% | 0% | · | 3.3µM* | ? | 4.7µM*
CCCCOc1ccc(C(=O)N/C(=C\c2cccc([N+](=O)[O-])c2)C(=O)OCCC)cc1
→ 8% | 5% | 4% | 1.7µM* | -19% | ?
O=C(Nc1ccccc1)c1cccc(S(=O)(=O)N2CCCCC2)c1
→ 35% | · | -1% | ? | 3% | 1%
Cc1ccc(NC(=O)/C(C#N)=C/c2cn(CC(=O)NCc3ccco3)c3ccccc23)cc1C
→ -6% | -2% | 0% | 28% | 2% | 30%
Oc1[nH]c2ccccc2c1C1=NCCCC1
→ 11% | -3% | -3% | ? | 35µM* | 3%
CC(=O)/C(C[N+]1(C)CCCCC1)=N\O
→ -16% | ? | 0% | 0% | 7% | -6%
Cc1ccc(NC(=O)Cc2ccccc2)c(C)c1
→ · | · | 0% | 0% | · | 17%
Oc1ccc(Oc2ccc3c(C(F)(F)F)cc(C(F)(F)F)nc3n2)cc1
→ -32% | -6% | 2% | 43%[activator] | ? | ?
OC(c1ccccn1)(c1ccccn1)c1ccccn1
→ -14% | 8% | 1% | ? | ? | ?
COc1ccc(C2(C)NC(=O)N(Cc3cc(Cl)cc4c3OCOC4)C2=O)cc1OC (stereo unspecified)
→ 2% | -1% | 6% | ? | ? | ?
CCOC(=O)c1sc(NC(=O)CC)nc1C
→ 1% | 5% | -4% | 20% | 2% | -3%
CC1=C(C(=O)Nc2ccccc2)C(c2cccnc2)n2nc(-c3cccnc3)nc2N1 (stereo unspecified)
→ -1% | -8% | -1% | 23% | 10% | -14%
C/C(=N\NC(=O)c1nn(C)c(C)c1Br)c1ccc(NC(=O)C2CCCC2)cc1
→ -13% | 2% | -15% | 13µM* | ? | -18%
CCCCn1c(N)c(N(CC(C)C)C(=O)CC2CCCC2)c(=O)[nH]c1=O
→ 1% | -15% | · | -4% | 19% | ?
COc1cc2c(cc1OC)C(c1ccccc1N)=NCC2
→ -3% | -3% | -9% | 1µM* | 9% | 2.9µM*
O=C(Nc1ccc(S(=O)(=O)N2CCOCC2)cc1)c1ccccc1Br
→ -28% | 1% | 1% | ? | · | -14%
C/C(CCc1ccco1)=N/NC(=O)CCC(=O)Nc1cccc(Cl)c1
→ 0% | 4% | -1% | 24% | 2% | -8%
CN(C)S(=O)(=O)c1cccc(NC(=O)CN2C(=O)C3C4C=CC(C4)C3C2=O)c1 (stereo unspecified)
→ 2% | -7% | 2% | 21% | 18% | -6%

One compound at a time, from the list above. Order of values: Sm TGR block | TbPYK inhibitor | LmPK inh | Pf growth 96h | HCV inhibitor | Pf growth 48h
Results for `OC(c1ccccn1)(c1ccccn1)c1ccccn1` : -14% | 8% | 1% | ? | ? | ?
Results for `COc1cc2c(cc1OC)C(c1ccccc1N)=NCC2` : -3% | -3% | -9% | 1µM* | 9% | 2.9µM*
Results for `Oc1[nH]c2ccccc2c1C1=NCCCC1` : 11% | -3% | -3% | ? | 35µM* | 3%

(cont.)
The line under a structure holds: Sm TGR block | TbPYK inhibitor | LmPK inh | Pf growth 96h | HCV inhibitor | Pf growth 48h
COC(=O)CCC(=O)OC1(C)C(=O)C2=CN(C3CCCC3)C(c3ccc(OC)cc3)=CC2=C(Br)C1=O (stereo unspecified)
→ ? | -17% | -3%[11.5 µM] | ? | 31%[activator] | ?
CC(=O)NC(Cc1ccc(C(C)C)cc1)C(=O)NC1CCN(C(=O)c2cccc(C)c2)CC1 (stereo unspecified)
→ 0% | 1% | -8% | ? | -13% | ?
CCCCc1ccc(NC(=S)NCc2cccnc2)cc1
→ ? | -14% | 2% | 12% | ? | 0%
Cc1cc(=O)c(C(=O)O)nn1-c1ccccc1C(F)(F)F
→ 19% | 0% | -2% | 0% | -14% | 7%
O=C(NNS(=O)(=O)c1ccc(Cl)cc1Cl)c1cc2ncc(C(F)(F)F)cc2s1
→ 4% | 2% | 6% | 49%[activator] | 7% | ?
CCOC(=O)C1CCCCN1Cc1cc(OC)ccc1OC (stereo unspecified)
→ 1% | 15% | -10% | 3% | 9% | ·
COc1ccc(/C=N/NC(=O)c2cccnc2)c2ccccc12
→ 4% | -5% | 2% | 30% | ? | -5%
CC1(C)N=C(N)N=C(N)N1c1ccc(C(=O)O)cc1
→ 11% | · | 0% | 0% | · | ·
CC(=O)N(CN1C(=O)c2ccc([N+](=O)[O-])cc2C1=O)c1ccc(F)cc1
→ ? | -8% | 0% | 55%[activator] | -16% | -16%
O=S(c1ccc2ccccc2c1)c1cnns1 (stereo unspecified)
→ -45% | 3% | -4% | ? | ? | ?
COc1ccccc1CN1CC(C(=O)NCCCc2ccc(F)cc2)CCC1=O (stereo unspecified)
→ -8% | 2% | 5% | ? | -13% | -20%
COc1ccc(/C=C/C(=O)c2c(O)n(CCC3=CCCCC3)c(=O)[nH]c2=O)cc1
→ -17% | -1% | 0% | -27% | 4% | 4%
COc1ccc(OCC(=O)NC(=S)Nc2ccc(S(=O)(=O)Nc3cc(OC)nc(OC)n3)cc2)cc1
→ ? | -1% | 0% | -1% | 7% | -4%
CC(=O)c1ccc(S(=O)(=O)N2CCN(C(=O)C3CCCC3)CC2)cc1
→ 5% | 2% | -3% | -21% | 9% | -11%
O=C(NCCCc1ccccn1)C1CCC(=O)N(Cc2cccc(F)c2)C1 (stereo unspecified)
→ -21% | 0% | -10% | 3% | 3% | 3%
CCOC(=O)c1cccc(S(=O)(=O)N2CCOCC2)c1
→ 31% | -17% | 1% | 37%[activator] | 16% | 16%
COc1ccc(C(=O)Nc2ccc(S(=O)(=O)Nc3ncccn3)cc2)cc1OC
→ 0% | 1% | -6% | -10% | 24% | 24%
Cc1cccc(-n2nnnc2SCC(=O)c2cc(C)n(Cc3ccco3)c2C)c1
→ -31% | -6% | 2% | ? | -23% | 2%
COc1ccc(CN2CCN(C(C)C(=O)NC(C)c3ccc(F)cc3)CC2)cc1F (stereo unspecified)
→ -7% | 0% | -2% | -13% | -28% | -12%
COCCNC(=O)Cn1c(=O)n(CCCCCC(=O)Nc2ccccc2)c(=O)c2sccc21
→ 2%&1% | -3%&-5% | 0% | -14% | 10% | 24%
COC(=O)c1cccc(Nc2ncnc3ccc(C)cc23)c1
→ 12% | 1% | -1% | ? | -23% | ·
CN(C)c1cc(-c2ccc(C#N)cc2)oc(=O)c1Cl
→ -9% | -1% | 3% | 32%[activator] | 5% | 31%[activator]
COc1ccc(C(=O)NC(=S)Nc2ccc(N3CCCC3)cc2)cc1
→ -3% | 0% | 2% | 47%[activator][5.75 µM] | -20% | 3%[5.75 µM]
O=C(O)c1cccc(S(=O)(=O)Nc2cccc(S(=O)(=O)Nc3ccc(Br)cc3)c2)c1
→ -3% | 4% | · | 1% | 13% | 2%
CCOc1ccc2[nH]c3c(=O)n(CCc4ccc(OC)cc4)cnc3c2c1
→ -5% | 2% | -15% | 27% | 5% | -9%
O=C1CC(c2ccccc2)CC(=O)N1c1ccc(C(F)(F)F)cc1
→ -2% | 5% | · | 26% | -3% | -4%
COc1ccc(NS(=O)(=O)c2cccc(NC(=O)CCS(=O)(=O)c3ccccc3)c2)cc1
→ -24% | 3% | -1% | ? | 3% | 24%
N#Cc1c(Sc2ncc(C(F)(F)F)cc2Cl)nsc1C/C=N\OCc1ccccc1Br
→ 1% | -5% | 6% | ? | -11% | ·
CCOc1ccc(N(CC(=O)NC2CC2)S(=O)(=O)c2ccc(C)cc2)cc1
→ 1% | -3% | 2% | 2% | 13% | -12%
COc1ccccc1CCNS(=O)(=O)c1cc2c3c(c1)C(C)C(=O)N3CCC2 (stereo unspecified)
→ 7% | -2% | 7% | ? | 19% | ?
CCCCc1noc2c1/C(=N\O)CC(c1ccccc1)C2 (stereo unspecified)
→ -1% | -2% | -2% | ? | -4% | ?
CC1(C)Cc2nc(NC3CCCCC3)c(C#N)cc2CO1
→ · | 4% | 4% | 15% | -18% | 9.3µM*
O=C(N=Nc1c(O)[nH]c2ccc([N+](=O)[O-])cc12)c1cc(-c2ccccc2Cl)nc2ccccc12
→ -2% | 1% | -5% | 0% | 5% | 6%
COc1ccc(C2CC(C(F)(F)F)n3nc(C(=O)Nc4ccc5c(c4)OCO5)cc3N2)cc1 (stereo unspecified)
→ -7%[11.4 µM] | -3% | 0% | · | -12% | ·
CCc1ccc(C(=O)NC(=S)Nc2ccc(N3CCOCC3)cc2)cc1
→ ? | 1% | 1% | ? | ? | ?
O=C(CSc1nnc(-c2cccs2)o1)N1CCCc2ccccc21
→ -11% | -5% | 1% | ? | -8% | 0%
CC(=O)c1cccc(S(=O)(=O)N2CCCC(c3nc4c(nnn4Cc4ccccc4Cl)c(=O)[nH]3)C2)c1 (stereo unspecified)
→ -6% | 4% | -1% | 1% | 1% | ?
O=C(NCc1ccco1)C(=O)NCC1OCCN1S(=O)(=O)c1ccc(F)cc1 (stereo unspecified)
→ -12% | 0% | 2% | -10% | 20% | 0%
CN(C)S(=O)(=O)c1cccc(NC(=S)N/N=C/c2ccc(O)c(O)c2O)c1
→ 10µM* | 10µM* | -15% | 10% | -23% | 4%
CC(=O)N1N=C(c2ccccc2)CC1c1ccccc1 (stereo unspecified)
→ 9% | 6% | -6% | ? | -1% | 3%

The final three entries of the section above open the next one.
The line under a structure holds: Sm TGR block | TbPYK inhibitor | LmPK inh | Pf growth 96h | HCV inhibitor | Pf growth 48h
O=C(NCc1ccco1)C(=O)NCC1OCCN1S(=O)(=O)c1ccc(F)cc1 (stereo unspecified)
→ -12% | 0% | 2% | -10% | 20% | 0%
CN(C)S(=O)(=O)c1cccc(NC(=S)N/N=C/c2ccc(O)c(O)c2O)c1
→ 10µM* | 10µM* | -15% | 10% | -23% | 4%
CC(=O)N1N=C(c2ccccc2)CC1c1ccccc1 (stereo unspecified)
→ 9% | 6% | -6% | ? | -1% | 3%
CCOC(=O)c1cnc2c(C)c(Cl)ccc2c1N1CCN(CC)CC1
→ 24% | 0% | 0% | -15% | ? | ?
COc1cc(C2C(C(=O)OC(C)C)=C(C)Nc3[nH]c(=O)[nH]c(=O)c32)ccc1O (stereo unspecified)
→ -21% | 3% | 1% | -3% | 10% | 1%
C#CCOCCOCCOCCNc1nc(N2CCN(C(=O)C(Cc3ccc(O)cc3)n3cc(C(N)CC(C)C)nn3)CC2)nc(N2CCN(C(=O)C(Cc3cc4ccccc4[nH]3)n3cc(C(N)Cc4ccc(O)cc4)nn3)CC2)n1 (stereo unspecified)
→ 2% | · | 0% | 13µM* | · | ?
CCOC(=O)C1CCN(CC(=O)N(CC(C)C)c2c(N)n(CC(C)C)c(=O)[nH]c2=O)CC1
→ -2% | 2% | -9% | 33%[activator] | 6% | 12%
CCCn1c(SCC(=O)N2c3ccccc3Sc3ccccc32)nc2c1c(=O)n(C)c(=O)n2C
→ 4% | 4% | 4% | ? | ? | -7%
COc1cc(OC)cc(C(=O)NNC(=O)c2cc(S(=O)(=O)N3CCOCC3)ccc2F)c1
→ -1% | 7% | · | ? | 20% | -10%
Cc1ccc(S(=O)(=O)Oc2ccc(/C=N/NC(=O)c3c(Cl)cnn3C)cc2)cc1
→ 6% | 1% | 7% | 4% | 3% | 21%
CC(C)C(NC(=O)OCc1ccccc1)C(=O)N1CCOCCOCCOCC1 (stereo unspecified)
→ 4% | 1% | -2% | -27% | 6% | 1%
Cc1ccc(C)c(-n2c(C)nc3ccccc3c2=O)c1
→ 1% | -15% | 1% | 4% | 1% | 1%
CCCCOc1ccc(C(=O)OCC(=O)Nc2cc(C)c(C)cc2[N+](=O)[O-])cc1
→ -4% | -12% | -3% | -14% | 7% | -9%
